CIT2-GFP yeast = yeast TOR pathway CIT2-GFP modulation; S. cerevisiae CIT2-GFP strain, flow cytometry, 3 h; 100 means same as DMSO wells; GFP response vs DMSO, % at 10 µM; hit rate 0.065% among 320,000;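 active = GFP response relative to DMSO above a set limit, near the screen mean plus 3 SD, cut at about 150% in these data; inconclusive = Fewer than 70 cells measured for a yeast strain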;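 note: ratio of well median GFP fluorescence to mean of DMSO wells on the plate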
MEP2 TOR yeast = yeast TOR pathway MEP2-GFP modulation | GFP response vs DMSO, % at 10 µM | S. cerevisiae MEP2-GFP strain, flow cytometry GFP, 3 h; 100% = DMSO control level | hit rate 0.51% among 330,000;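 active = GFP response versus DMSO above a set limit, roughly screen mean plus 3 SD, cut at about 180% in these data; inconclusive = fewer than 70 cells counted for a yeast strain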;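 note: median GFP fluorescence of the barcode-gated MEP2-GFP cells per well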
GASC-1 inh = human JMJD2C demethylase inhibition; Q9H3R0; GST-JMJD2C(1-420) H3K9me3 demethylation, DELFIA europium; inhibition, % at 2.35 µM; AID 2099; hit rate 0.069% among 330,000;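 active = more than half of a compound's replicate wells show inhibition beyond 50%, single wells judged on their own value; inconclusive = some, but no more than half, of replicates pass 50% inhibition; inactive = no replicate passes 50% inhibition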;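 note: signal counts dimethyl H3K9 product captured on neutravidin plate; 0% = median of DMSO wells and 100% = 0.3 times that DMSO median; strong numbers were not always called active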
AGP1-GFP MLPCN = modulators of TOR pathway AGP1-GFP in S. cerevisiae; GFP response vs DMSO, % at 10 µM; S. cerevisiae AGP1-GFP multiplex flow cytometry, 3 h; GFP as percent of DMSO wells; AID 2066; hit rate 0.02% among 320,000;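 active = GFP response relative to DMSO above a set limit, near screen average plus 3 SD, cut at about 150% in these data; inconclusive = fewer than 70 cells counted for the yeast strain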;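 note: median GFP channel fluorescence of the gated AGP1 strain per well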
RPL19A-GFP yeast = modulators of TOR pathway RPL19A-GFP in S. cerevisiae. S. cerevisiae RPL19A-GFP strain, flow cytometry, 3 h; hits give low values. percent response vs DMSO, % at 10 µM. hit rate 0.3% among 330,000. AID 2025;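 active = percent response vs DMSO below 50%; inconclusive = fewer than 70 events counted for the yeast strain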;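 note: median channel GFP fluorescence of the barcoded RPL19A-GFP strain; ratio of sample median GFP to plate DMSO average so 100% = DMSO; lower means less RPL19A-GFP as with rapamycin TOR inhibition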
LAP4 TOR yeast = modulators of TOR pathway LAP4-GFP in S. cerevisiae; S. cerevisiae LAP4-GFP multiplex, flow cytometry GFP, 3 h; median GFP as percent of DMSO wells; GFP response vs DMSO, % at 10 µM; hit rate 0.34% among 320,000; AID 2023;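 active = GFP response vs DMSO above a set limit, about the screen mean plus 3 SD, cut at about 150% in these data; inconclusive = under 70 cell events counted for the yeast strain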
VLA-4 inh = inhibition in a human VLA-4 binding assay; P13612; VLA-4 expressing cells, ligand binding flow cytometry; inhibition, % (about 7 µM as worked out from the volumes in the protocol); hit rate 0.2% among 330,000; AID 2557; in the data active = inhibition above about 50%
Target sequence (P13612 whole entry, looked up): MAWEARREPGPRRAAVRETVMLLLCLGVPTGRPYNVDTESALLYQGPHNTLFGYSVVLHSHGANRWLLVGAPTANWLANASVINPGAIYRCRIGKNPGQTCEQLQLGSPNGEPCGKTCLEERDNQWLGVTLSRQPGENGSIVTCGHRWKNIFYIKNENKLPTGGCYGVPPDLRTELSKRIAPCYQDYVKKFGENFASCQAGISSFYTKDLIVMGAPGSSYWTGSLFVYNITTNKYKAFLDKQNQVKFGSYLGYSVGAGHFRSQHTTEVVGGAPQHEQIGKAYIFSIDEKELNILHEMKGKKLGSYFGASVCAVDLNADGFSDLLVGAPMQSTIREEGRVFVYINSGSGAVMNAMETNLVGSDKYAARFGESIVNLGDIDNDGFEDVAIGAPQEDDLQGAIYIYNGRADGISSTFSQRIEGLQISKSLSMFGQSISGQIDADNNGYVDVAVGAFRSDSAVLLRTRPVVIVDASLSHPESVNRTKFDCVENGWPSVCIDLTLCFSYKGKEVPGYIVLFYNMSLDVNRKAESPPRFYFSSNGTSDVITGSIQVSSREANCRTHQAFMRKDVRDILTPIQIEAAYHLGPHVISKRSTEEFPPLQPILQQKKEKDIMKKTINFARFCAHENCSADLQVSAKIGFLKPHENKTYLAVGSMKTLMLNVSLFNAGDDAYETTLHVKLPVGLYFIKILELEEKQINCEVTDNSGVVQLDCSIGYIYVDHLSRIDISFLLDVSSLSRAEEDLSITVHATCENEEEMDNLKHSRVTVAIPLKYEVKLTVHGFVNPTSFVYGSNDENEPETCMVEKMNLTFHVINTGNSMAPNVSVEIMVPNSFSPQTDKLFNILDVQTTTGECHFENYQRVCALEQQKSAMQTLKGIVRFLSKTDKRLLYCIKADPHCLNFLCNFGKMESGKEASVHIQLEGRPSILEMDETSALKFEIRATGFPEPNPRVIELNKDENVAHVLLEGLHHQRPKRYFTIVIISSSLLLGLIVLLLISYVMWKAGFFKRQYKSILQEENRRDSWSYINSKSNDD
GRK2 inh = inhibitors of human GRK2 displacing RNA aptamer. bead flow cytometry, FAM-aptamer displacement from GRK2. hit rate 0.59% among 330,000. inhibition of aptamer binding, % at 10 µM;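 active = inhibition of aptamer binding above 40%, roughly 3 SD of noise, on plates passing a quality check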;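 note: median bead fluorescence of bound FAM aptamer so fluorescent compounds give negative values; no value below 0 was filed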
Active calls of the source: *; i = inactive; ? = inconclusive; . = not tested or not shown; & = joins results of further samples; [ ] = dose if it differs, or a comment.

MEP2 TOR yeast	AGP1-GFP MLPCN	RPL19A-GFP yeast	GASC-1 inh	VLA-4 inh	GRK2 inh	LAP4 TOR yeast	CIT2-GFP yeast	Compound
96	93	105	14	3	0	104	77	CSc1nc2ccc(NC(=O)c3cccs3)cc2s1
94	109	102	16	-1	3	106	97	O=C(Nc1cccnc1)c1c(F)cccc1F
102	104	99	-1	-19	4	100	103	CCN(CC)C(=O)c1[nH]cnc1C(=O)N[C@@H](Cc1ccccc1)C(=O)OCc1ccccc1
105	104	95	-2	8	0	97	100	COc1cc(S(=O)(=O)N(Cc2ccccn2)Cc2ccccc2Cl)ccc1-n1cnnn1
103	102	95	-18	-4	0	105	91	CCOc1cc(NC(=O)c2ccccn2)c(OCC)cc1NC(=O)c1ccccc1
98	102	103	-2	-6	0	100	100	COc1ccc(CCc2nnc(CCC(=O)NCc3cnn(-c4ccccc4C)c3)o2)cc1
92	82	104	-6	4	2	146	75	C/C(=N/NS(=O)(=O)c1ccc(C)cc1)c1c(O)c2ccccc2oc1=O
101	96	98	4	-2	2	101	95	COC(=O)c1ccc(CSc2nc(C)nc3sc(C)c(C)c23)o1
126	110	111	-3	-5	0	118	98	CC(=O)c1ccc(S(=O)(=O)N2CCN(C(=O)c3ccc(-n4nc(C)c(Cl)c4C)cc3)CC2)cc1
100	99	98	3	7	0	97	95	COc1cccc(-n2c(SC3CCOC3=O)nc3ccccc3c2=O)c1 (stereo not drawn)
99	95	94	-6	7	1	94	98	Cc1ccc(NC(=O)CSCC(=O)NNC(=O)c2nn(C)c(=O)c3ccccc23)cc1
106	109	103	4	20	0	106	104	O=C(Oc1nsnc1N1CCOCC1)N1CCCCC1
94	98	98	5	-3	18	83	98	OCCC1CN(CC2CCCCC2)CCN1CC1CCCCC1 (stereo not drawn)
88	89	90	-17	1	2	97	95	CCOC(=O)c1cnc(Nc2ccc(OCC)cc2)nc1C
89	100	92	-10	-1	0	101	87	COC(=O)CCN(c1ccccc1)S(=O)(=O)c1cc(-c2cc(C)no2)ccc1C
103	104	99	28	8	0	106	101	Cc1ccc(S(=O)(=O)N2CCN(C(=O)c3c(C)nn(-c4ccccc4)c3Cl)CC2)cc1
106	105	105	-19	2	1	92	100	COc1ccccc1CNC(=O)c1cc(C(C)=O)c[nH]1
108	102	108	45	2	0	99	107	COc1ccc(OCC(O)CN2CCN(c3ccc(OC)cc3)CC2)cc1 (stereo not drawn)
103	98	98	-7	14	2	103	96	CSc1ccc(CN(C)CCc2ccccn2)cc1
96	101	92	-7	10	0	88	89	CC(=O)N1CCN(C(=O)CCc2c[nH]c3ccccc23)CC1
110	100	101	-6	-1	0	94	109	C=CCN1CCN(C(=O)c2cc3c(s2)CCC(CC)C3)CC1 (stereo not drawn)
106	102	99	-1	-3	0	103	99	Cc1ccc(SCC(=O)NC2CC2)cc1
110	106	100	-3	2	3	106	106	Cc1cc(NC(=O)CSc2nc(C3CC3)nc3sc(C)c(C)c23)no1
99	100	97	5	1	0	92	103	c1ccc(-c2ccc3c(c2)c2c4n3CCN=C4CCC2)cc1
105	82	98	10	16	0	90	80	O=c1nc2n(c3ncccc13)CCC2
680*[may fluoresce violet]	?	33*[may fluoresce violet]	-25	-9	0	70[may fluoresce violet]	?	CCOC(=O)c1cc(C)[nH]c(=O)c1C#N
108	103	102	-4	3	0	107	101	CC(Oc1ccc(Cl)cc1Cl)c1nc(-c2ccc(NC(=O)c3ccncc3)cc2)no1 (stereo not drawn)
94	97	98	-9	6	0	86	94	CSc1nnc2c3cc(F)ccc3n(Cc3ccccc3)c2n1
107	98	103	9	3	3	91	102	CN(C)Cc1c(O)ccc2c(=O)c(-c3ccc(Cl)cc3)coc12
89	97	98	0	33	1	90	89	O=C(CCc1nc2ccccc2s1)OCc1ccccc1
101	.	93	-1	27	2	95	100	O=C1c2ccccc2C(=O)N1c1ccc(Cl)cn1
103	86	92	2	12	0	108	95	Cc1ccc(C2=Nc3ccccc3N=C(C(Cl)Cl)C2)cc1
94	95	97	-13	-3	0	101	91	CCN1CCCC1CNC(=O)COc1cc(=O)n(C)c2ccccc12 (stereo not drawn)
120	94	93	-13	5	0	113	89	CCc1sc(NS(C)(=O)=O)nc1-c1ccccc1
95	100	93	2	0	0	101	91	CSc1nnc(-c2ccc(NC(N)=S)cc2)o1
97	92	89	-3	10	0	94	95	COc1cccc(-c2ccc(-c3noc(-c4cccs4)n3)c(OC)n2)c1
125	94	96	-7	-9	2	111	102	O=c1[nH]c(C2CCN(S(=O)(=O)c3ccc4c(c3)OCCO4)CC2)nc2c1nnn2Cc1cccc(F)c1
103	100	102	i	10	1	100	90	O=C(CCc1ccccc1)N/N=C/c1cc(Br)ccc1O
88	97	94	4	7	2	108	89	O=C(NCc1ccccn1)C(=O)Nc1nc(C23CC4CC(CC(C4)C2)C3)cs1
101	102	102	-48	4	2	99	102	CCc1ccc(-n2c(SCc3c(C)noc3C)nnc2-c2ccncc2)cc1
103	97	99	9	11	3	112	92	COc1ccc(NC(=O)c2cccc(NC(=O)c3ccco3)c2)c(OC)c1
96	97	98	-5	21	0	96	93	Cc1cccc(N2CCCn3c2nc2c3c(=O)n(CCN3CCOCC3)c(=O)n2C)c1
97	90	94	-12	3	0	98	88	COc1ccc(C(=O)NC(=S)NC2CCSC2=O)cc1 (stereo not drawn)
107	89	91	9	9	3	97	95	O=C(c1sc2cc([N+](=O)[O-])ccc2c1Cl)N1CCOCC1
95	100	101	6	6	0	98	93	COc1ccc(/C=N/N2C(=O)C3C4C=CC(C4)C3C2=O)cc1[N+](=O)[O-] (stereo not drawn)
110	101	109	42	13	1	98	110	Cn1c(=O)c2c(nc(Sc3ncnn3CC(=O)NC3CCCCC3)n2C)n(C)c1=O
108	106	105	-2	10	2	109	103	CCN1CCN(C(c2cccs2)C(C)NC(=O)c2cccc(OC)c2OC)CC1 (stereo not drawn)
90	93	96	-3	11	2	119	88	Cc1ccccc1Nc1nc(N)nc(-c2oc3ccccc3c2C)n1

2 of these compounds, set out differently.
The line under a structure holds: MEP2 TOR yeast, AGP1-GFP MLPCN, RPL19A-GFP yeast, GASC-1 inh, VLA-4 inh, GRK2 inh, LAP4 TOR yeast, CIT2-GFP yeast
> O=c1[nH]c(C2CCN(S(=O)(=O)c3ccc4c(c3)OCCO4)CC2)nc2c1nnn2Cc1cccc(F)c1
    125, 94, 96, -7, -9, 2, 111, 102
> O=C(CCc1ccccc1)N/N=C/c1cc(Br)ccc1O
    103, 100, 102, i, 10, 1, 100, 90

The listing continues.
MEP2 TOR yeast	AGP1-GFP MLPCN	RPL19A-GFP yeast	GASC-1 inh	VLA-4 inh	GRK2 inh	LAP4 TOR yeast	CIT2-GFP yeast	Compound
104	97	97	10	7	6	97	96	CCCOc1ccc(-c2nn(-c3ccccc3)cc2/C=C2\SC(N)=NC2=O)cc1C
115	107	124	5	10	93*	105	111	C=CCOc1ccc(C(=O)CC)cc1OC
100	100	103	10	-1	1	95	97	COc1cc(CCC(=O)OCC(=O)NC2CCCC(C)C2C)cc(OC)c1OC (stereo not drawn)
100	99	98	7	6	0	101	97	COc1ccc(NC(=O)c2cc([N+](=O)[O-])ccc2N2CCN(C)CC2)cc1
102	97	99	0	1	0	103	96	CCC(C(=O)OCC(=O)N(CC)c1c(N)n(Cc2ccccc2)c(=O)[nH]c1=O)c1ccccc1 (stereo not drawn)
101	100	99	-2	4	4	100	94	CCCCN(CC)C(=O)CN(C)S(=O)(=O)c1cccc2nsnc12
102	96	97	-19	3	1	91	98	CC(C)Oc1ccc(C(=O)Nc2ccc3c(c2)n(C)c(=O)n3C)cc1
99	88	93	9	22	0	95	89	CCOc1cccc(NC(=O)c2cccc(F)c2)c1
104	102	102	1	4	0	102	100	CCCS(=O)(=O)N1CCN(Cc2c[nH]c3ccccc23)CC1
105&92	95&90	104&93	-9&-2	19&2	1&5	98&97	104&91	Clc1ccccc1-c1nc(-c2ccncc2)no1
95	95	96	3	-6	4	97	92	CCc1nc2ccc(C(=O)N3CCN(c4cccc(Cl)c4)CC3)cc2nc1CC
90	86	88	4	6	5	103	82	CCOC(=O)c1sc(=NC(=O)COc2ccccc2)n(C)c1C
98	102	96	-6&-6	-11	0	89	103	O=C(NCC(c1cccnc1)N1CCN(c2ccc(F)cc2)CC1)c1ccc(F)cc1 (stereo not drawn)
115	113	118	4	2	0	109	124	COc1ccc(OC)c(-c2csc(NC(=O)c3ccc(OCC4CCCO4)cc3)n2)c1 (stereo not drawn)
96	87	93	3	2	1	102	95	COc1cc([N+](=O)[O-])ccc1N/C=C/C(=O)c1cccs1
106	99	102	8	21	0	93	107	COC(=O)c1ccc(NC(=O)CSC2=NC(=O)C(c3ccccc3)C(=O)N2)cc1 (stereo not drawn)
92	96	94	-4	4	5	109	81	COc1ccc(N(C)S(=O)(=O)c2cccc(C(=O)NC3CCC(C)CC3)c2)cc1 (stereo not drawn)
97	98	97	.	19	0	97	94	O=C(Nc1ccc(F)cc1)C(c1ccccc1)N1CCN(CC(=O)N2CCCC2)CC1 (stereo not drawn)
109	102	96	0	-11	2	96	99	Cc1ccc([N+](=O)[O-])cc1S(=O)(=O)Nc1ccc(C(=O)NCC2CCCO2)cc1 (stereo not drawn)
108	96	103	28	16	0	90	104	CCCCN(C)C(=O)c1nc2ccccn2c1CN1CCN(C/C=C/c2ccccc2)CC1
98	94	94	-1	26	0	112	87	C=CCNc1ncnc2c1cnn2-c1ccc(Cl)cc1
101	.	97	-5	-14	0	106	92	Cc1ccc2c(c1)c(C)c(C)n2CC(O)Cn1nc(C)cc1C (stereo not drawn)
102	103	107	11	27	1	92	104	COc1ccc(CC(=O)OCC(=O)NCc2ccccc2Cl)cc1OC
98	100	97	4	-13	0	99	99	N#C/C(=C1/CCCCCN1)c1nnc2n1CCCCC2

Marked active in GRK2 inh (from the list above):
MEP2 TOR yeast	AGP1-GFP MLPCN	RPL19A-GFP yeast	GASC-1 inh	VLA-4 inh	GRK2 inh	LAP4 TOR yeast	CIT2-GFP yeast	Compound
115	107	124	5	10	93*	105	111	C=CCOc1ccc(C(=O)CC)cc1OC

The results go on.
MEP2 TOR yeast	AGP1-GFP MLPCN	RPL19A-GFP yeast	GASC-1 inh	VLA-4 inh	GRK2 inh	LAP4 TOR yeast	CIT2-GFP yeast	Compound
102	102	108	5	16	1	90	108	Cc1cccc(C)c1NC(=O)CCCSc1nnc(-c2ccc(Cl)cc2)n1-c1ccccc1
109	104	101	7	-8	0	95	101	O=C1c2ccccc2-c2onc3c(N4CCN(CCO)CC4)cc(N4CCN(C(=O)c5ccco5)CC4)c1c23
112	115	124	20	9	2	87	112	Cc1nn(-c2ccccc2)c(Cl)c1C(=O)N(C)c1nc(-c2ccc(F)cc2)cs1
103	103	102	5	10	4	98	99	O=C(NC(=S)N1CCN(Cc2ccc3c(c2)OCO3)CC1)c1cccc(Br)c1
112	96	98	-22	-3	0	105	108	COC(=O)c1sccc1NC(=O)CSc1nnnn1-c1ccccc1C
95	104	94	-1	-1	2	78	90	COc1ccc(C(O)P(=O)(O)CCc2ccccc2)cc1 (stereo not drawn)
106	112	107	-8	3	5	103	116	COc1ccccc1CCC(=O)NNC(=O)c1ccc(Br)cc1
104	100	100	6	-12	0	101	107	CCOC(=O)c1c(C)[nH]c(C(=O)COC(=O)c2cccnc2Cl)c1C
102	102	101	-3	3	0	101	101	CC(C)(C#N)Nc1ccccc1
105	96	96	12	-9	6	95	101	O=C(NCC(=O)N(Cc1ccccc1)C(C(=O)NC1CCCC1)c1ccncc1)c1ccco1 (stereo not drawn)
102	101	103	2	3	2	100	99	CCOC(=O)C1=C(C)OC(N)=C(C#N)C1c1ccc(OC)c(CSc2ccccn2)c1 (stereo not drawn)
109	97	105	-7	2	0	87	98	C/C(=N\Nc1nc(N)cc(Cl)n1)c1ccc(F)cc1
